Assay outcomes from PubChem BioAssay.
Neddyl block: cullin neddylation inhibition | P61081+Q13564 | TR-FRET cullin neddylation, biochemical | calls only at 25 µM | 360,000 compounds, 0.58% hits | AID 651699; in the data active means inhibition above about 36%
SKN-1 block: C. elegans SKN-1 inhibition; C. elegans VP596 Pgst-4::GFP/RFP ratio, acrylamide-induced, 24 h; inhibition, % at 21.8 µM; 360,000 compounds, 0.49% hits;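 active means interference check ratio from 0.5 to 1.5 plus GFP to RFP signal ratio inhibition reaching or exceeding a fixed threshold, cut at about 30% in these data, passing the limit was not always enough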; further: some compounds called inactive have numbers as strong as hits
E coli Lon inh: inhibitors of E. coli Lon protease; AID 602123; inhibition, % at 7.94 µM; 360,000 compounds, 0.42% hits; purified E. coli Lon protease, fluorescence polarization; P0A9M0; in the data active means inhibition above about 13%, passing the limit was not always enough;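 further: 0% = enzyme with probe and DMSO and 100% = no enzyme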
MsrA act: activates bovine MsrA enzyme; 360,000 compounds, 0.3% hits; activation, % at 10.6 µM; purified bovine MsrA, absorbance read-out; in the data active means activation above about 7.5%;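 further: 0% = vehicle and 100% = reference activator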
MsrA inh: inhibitors of bovine MsrA | 360,000 compounds, 0.75% hits | AID 651718 | purified bovine MsrA, absorbance read-out | inhibition, % at 15.5 µM; in the data active means inhibition above about 4.5%;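 further: 0% = vehicle wells with enzyme and 100% = reference inhibitor wells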
CendR NRP1 mod: alters CendR peptide binding to human NRP-1; FAM-RPARPAR peptide binding to NRP-1, fluorescence polarization; 360,000 compounds, 0.85% hits; inhibition, % at 25 µM;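 active means inhibition or corrected inhibition above about 18%, plus a signal ratio from 0.5 to 1.5, limit read from the data, passing the limit was not always enough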; further: strong numbers were not always called active
MT1-MMP act inh: inhibitors of human MT1-MMP activation | P50281 | HT1080 RFP-PRO-GFP cells, GFP/RFP ratio fluorescence, overnight; percent of plate control window, DMSO zero | GFP/RFP ratio change, % at 20 µM | 360,000 compounds, 0.061% hits;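 active means GFP/RFP ratio change of at least 30% with cell ATP level not reduced by more than half and red fluorescence within 50% of control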; further: strong numbers were not always called active
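Test system: HT1080 RFP-PRO-GFP cells; Benchmarks: DMSO and RFP-L50D-GFP cell wells; Timing: cells overnight before dosing, compound overnight, 37 °C, 5% CO2; Compound: one 20 µM compound dose with 1% DMSO; Read-out: GFP/RFP fluorescence ratio.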
Rin1 Abl inh: inhibitors of human Rin1-Abl protein interaction | 360,000 compounds, 0.4% hits | TR-FRET Rin1/Abl binding, biochemical | inhibition, % at 7.35 µM; in the data active means inhibition above about 5%, passing the limit was not always enough
Target sequence (P00519 whole entry, looked up): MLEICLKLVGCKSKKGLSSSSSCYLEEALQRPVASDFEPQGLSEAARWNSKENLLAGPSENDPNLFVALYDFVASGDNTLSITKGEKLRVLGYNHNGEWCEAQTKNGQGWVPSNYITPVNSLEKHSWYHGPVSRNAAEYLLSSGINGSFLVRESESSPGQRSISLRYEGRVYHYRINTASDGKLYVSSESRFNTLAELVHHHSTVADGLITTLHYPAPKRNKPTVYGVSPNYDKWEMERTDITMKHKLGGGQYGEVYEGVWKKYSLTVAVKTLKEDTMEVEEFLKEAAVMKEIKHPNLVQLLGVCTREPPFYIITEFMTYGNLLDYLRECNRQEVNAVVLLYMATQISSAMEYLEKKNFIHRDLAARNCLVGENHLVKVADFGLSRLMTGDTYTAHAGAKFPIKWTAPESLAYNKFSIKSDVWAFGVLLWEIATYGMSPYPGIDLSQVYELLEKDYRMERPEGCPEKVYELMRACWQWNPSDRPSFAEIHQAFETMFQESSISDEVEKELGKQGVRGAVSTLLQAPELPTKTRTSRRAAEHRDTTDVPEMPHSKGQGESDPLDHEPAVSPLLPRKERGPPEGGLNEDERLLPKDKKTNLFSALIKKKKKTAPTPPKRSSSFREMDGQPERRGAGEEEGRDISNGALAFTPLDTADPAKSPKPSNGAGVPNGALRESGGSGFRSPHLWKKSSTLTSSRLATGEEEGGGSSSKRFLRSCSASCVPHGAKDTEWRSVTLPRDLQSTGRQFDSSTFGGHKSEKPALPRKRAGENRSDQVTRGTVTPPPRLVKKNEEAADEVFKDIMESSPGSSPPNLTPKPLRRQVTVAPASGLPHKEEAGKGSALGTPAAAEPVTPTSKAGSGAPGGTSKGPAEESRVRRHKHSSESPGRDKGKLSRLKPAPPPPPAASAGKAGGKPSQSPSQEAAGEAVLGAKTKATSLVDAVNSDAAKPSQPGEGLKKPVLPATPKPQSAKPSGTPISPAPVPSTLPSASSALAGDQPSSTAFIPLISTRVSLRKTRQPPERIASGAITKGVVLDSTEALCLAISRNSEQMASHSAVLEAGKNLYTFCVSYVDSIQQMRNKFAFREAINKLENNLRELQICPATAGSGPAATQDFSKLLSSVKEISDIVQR
Target sequence (Q13671 whole entry, looked up): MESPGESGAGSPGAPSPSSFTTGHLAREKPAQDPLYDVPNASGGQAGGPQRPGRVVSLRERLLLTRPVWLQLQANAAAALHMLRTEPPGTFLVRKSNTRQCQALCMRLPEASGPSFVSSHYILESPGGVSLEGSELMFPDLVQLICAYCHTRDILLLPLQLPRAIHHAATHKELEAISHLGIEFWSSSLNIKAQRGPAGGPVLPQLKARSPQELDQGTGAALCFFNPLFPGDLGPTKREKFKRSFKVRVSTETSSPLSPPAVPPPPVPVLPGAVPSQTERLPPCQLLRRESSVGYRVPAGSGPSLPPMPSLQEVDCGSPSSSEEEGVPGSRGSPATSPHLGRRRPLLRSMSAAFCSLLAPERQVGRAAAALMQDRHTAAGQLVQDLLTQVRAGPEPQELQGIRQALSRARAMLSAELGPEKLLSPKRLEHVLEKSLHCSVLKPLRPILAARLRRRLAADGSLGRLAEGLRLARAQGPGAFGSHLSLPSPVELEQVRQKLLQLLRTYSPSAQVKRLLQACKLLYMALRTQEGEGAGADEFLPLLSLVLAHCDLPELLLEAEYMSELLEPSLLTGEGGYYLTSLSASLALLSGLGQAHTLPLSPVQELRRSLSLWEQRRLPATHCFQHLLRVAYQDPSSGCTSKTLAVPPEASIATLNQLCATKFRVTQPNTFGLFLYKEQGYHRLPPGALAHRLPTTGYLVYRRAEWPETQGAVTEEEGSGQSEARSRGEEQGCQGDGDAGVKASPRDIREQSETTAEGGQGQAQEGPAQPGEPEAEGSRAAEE
FAS TE block: FAS thioesterase (human) inhibition; recombinant FAS-TE, OMFH fluorogenic substrate, fluorescence endpoint; AID 602261; 360,000 compounds, 0.67% hits; P49327; inhibition, % at 15 µM;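 active means compounds whose normalised, plate-corrected inhibition of enzyme fluorescence in the single-dose primary screen is 50% or more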;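 further: 0% = DMSO with enzyme and 100% = substrate without enzyme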
The depositor's hits bear a star.

CCC(=O)N1CCc2cc(S(=O)(=O)NC(C(=O)NC3CCCc4ccccc43)C(C)C)ccc21 (configuration not stated) was read as Neddyl block inactive, SKN-1 block -4, E coli Lon inh -6, MsrA act -5, MsrA inh -1.3, CendR NRP1 mod -20, MT1-MMP act inh 1, Rin1 Abl inh -2 and FAS TE block -6.
`CCCCn1c(N)c(N(Cc2ccccc2OC)C(=O)CSCC(=O)Nc2ccc(C)cc2)c(=O)[nH]c1=O` gave Neddyl block inactive, SKN-1 block -8, E coli Lon inh 2, MsrA act -2, MsrA inh -1.2, CendR NRP1 mod 7, MT1-MMP act inh -7, Rin1 Abl inh 1 and FAS TE block -4.
For COCC(=O)N(C)[C@H]1C[C@H]2c3cc(N4CCN(C)CC4)ccc3CCN2C(=O)[C@H]1[C@H](C)O the results were Neddyl block inactive, SKN-1 block 11, E coli Lon inh -3, MsrA act -5, MsrA inh 0.1, CendR NRP1 mod -11, MT1-MMP act inh 3, Rin1 Abl inh -1 and FAS TE block -10.
Screening CCOC(=O)c1sc(=S)[nH]c1C returned Neddyl block inactive, SKN-1 block 7, E coli Lon inh -5, MsrA act 8.4*, MsrA inh 3.6, CendR NRP1 mod 2, MT1-MMP act inh -5, Rin1 Abl inh -35 and FAS TE block -8.
`CN(CC(=O)Nc1ccccc1Cl)CC(=O)N(C)c1c(N)n(Cc2ccccc2)c(=O)[nH]c1=O` gave Neddyl block inactive, SKN-1 block 1, E coli Lon inh -6, MsrA act -4, MsrA inh -0.3, CendR NRP1 mod 4, MT1-MMP act inh -4, Rin1 Abl inh -3 and FAS TE block -9.
CCC(=O)Nc1cc(C)c(NC(=O)CCc2ccccc2)cn1 was read as Neddyl block inactive, SKN-1 block -6, E coli Lon inh -10, MsrA act -11, MsrA inh -0.4, CendR NRP1 mod -22, MT1-MMP act inh -8, Rin1 Abl inh -5 and FAS TE block -16.
For CC(=O)C1=C(O)C(=O)N(c2ccc(Br)cn2)C1c1ccccc1[N+](=O)[O-] (configuration not stated) the results were Neddyl block inactive, SKN-1 block 21, E coli Lon inh 8, MsrA act -2, MsrA inh 2.0, CendR NRP1 mod -6, MT1-MMP act inh 4, Rin1 Abl inh -1 and FAS TE block -2.
CCOC(=O)[C@H]1[C@H]2COc3ccc(Cl)cc3[C@@H]2N2C(=O)CN(Cc3ccccc3)C(=O)[C@@]12C was read as Neddyl block inactive, SKN-1 block -4, E coli Lon inh -7, MsrA act -2, MsrA inh -1.0, CendR NRP1 mod -10, MT1-MMP act inh -4, Rin1 Abl inh 3 and FAS TE block 14.
Screening CCc1nnc(NC(=O)CCC(=O)N2CCN(CCOc3ccc(C)cc3)CC2)s1 returned Neddyl block inactive, SKN-1 block 11, E coli Lon inh 0, MsrA act -6, MsrA inh 0.6, CendR NRP1 mod -4, MT1-MMP act inh 0, Rin1 Abl inh 0 and FAS TE block -8.
`CC[C@]12c3[nH]c4ccc(Cl)cc4c3CCN1C(=O)[C@@H](CC(=O)NCc1ccco1)C[C@@H]2C(=O)N1CCN(C(=O)c2ccco2)CC1` gave Neddyl block inactive, SKN-1 block -6, E coli Lon inh 4, MsrA act 0, MsrA inh 1.6, CendR NRP1 mod -4, MT1-MMP act inh 3, Rin1 Abl inh 4 and FAS TE block 10.
`COC(=O)/C=C\C(C#N)(C#N)N=Cc1ccc(OC)cc1` gave Neddyl block inactive, SKN-1 block -12, E coli Lon inh -11, MsrA act -5, MsrA inh 0.1, CendR NRP1 mod -13, MT1-MMP act inh -8, Rin1 Abl inh 2 and FAS TE block -5.
Cc1ccc(-c2cc3ccccc3nc2N2CCOCC2)cc1 was read as Neddyl block inactive, SKN-1 block 8, E coli Lon inh 8, MsrA act -13, MsrA inh 1.7, CendR NRP1 mod 2, MT1-MMP act inh 1, Rin1 Abl inh 2 and FAS TE block 20.
`CCCCN1C(=O)C2C(c3ccc(OC)cc3O)NC(CC(C)C)(C(=O)O)C2C1=O` (configuration not stated) gave Neddyl block inactive, SKN-1 block -15, E coli Lon inh 0, MsrA act -2, MsrA inh 0.5, CendR NRP1 mod -8, MT1-MMP act inh 2, Rin1 Abl inh 1 and FAS TE block -4.
COc1ccccc1N1CCN(S(=O)(=O)c2ccc3c(c2)oc(=O)n3C)CC1 was read as Neddyl block inactive, SKN-1 block 0, E coli Lon inh -4, MsrA act 1, MsrA inh 0.7, CendR NRP1 mod -6, MT1-MMP act inh 1, Rin1 Abl inh 2 and FAS TE block 17.
For Cn1c(-c2ccc(CN3CCCCC3)o2)nc2ccccc21 the results were Neddyl block inactive, SKN-1 block 36*, E coli Lon inh -10, MsrA act -3, MsrA inh 0.3, CendR NRP1 mod -10, MT1-MMP act inh -1, Rin1 Abl inh 0 and FAS TE block -7.
`COc1cc2c(cc1OC)C(c1ccc([N+](=O)[O-])cc1)N(C(C)=O)CC2` (configuration not stated) gave Neddyl block inactive, SKN-1 block -2, E coli Lon inh 2, MsrA act 6, MsrA inh 0.2, CendR NRP1 mod -14, MT1-MMP act inh 5, Rin1 Abl inh 2 and FAS TE block 0.
Screening COCC1CCCCN1C(=O)c1ccc2nc(Cc3ccc(OC)c(OC)c3)oc2c1 (configuration not stated) returned Neddyl block inactive, SKN-1 block -29, E coli Lon inh -9, MsrA act -3, MsrA inh -0.2, CendR NRP1 mod 5, MT1-MMP act inh 0, Rin1 Abl inh -4 and FAS TE block -6.
Screening O/N=C\c1ccccc1Oc1ccc(F)cc1 returned Neddyl block inactive, SKN-1 block 14, E coli Lon inh -2, MsrA act 1, MsrA inh -0.7, CendR NRP1 mod -6, MT1-MMP act inh -1, Rin1 Abl inh 1 and FAS TE block -1.
Screening C#CCSc1nnc(-c2ccc([N+](=O)[O-])cc2)o1 returned Neddyl block inactive, SKN-1 block 23, E coli Lon inh 7, MsrA act -10, MsrA inh 0.4, CendR NRP1 mod 5, MT1-MMP act inh 0, Rin1 Abl inh -1 and FAS TE block 8.
Screening Cc1ccc(Sc2nc(C)cc(C)c2S(C)(=O)=O)cc1 returned Neddyl block inactive, SKN-1 block 20, E coli Lon inh 2, MsrA act 1, MsrA inh 1.8, CendR NRP1 mod 14, MT1-MMP act inh -1, Rin1 Abl inh 2 and FAS TE block 2.
Screening COCCCNC(=O)c1cn(C)c(=O)c2cc(OC)c(OC)cc12 returned Neddyl block inactive, SKN-1 block 1, E coli Lon inh -7, MsrA act -12, MsrA inh -0.6, CendR NRP1 mod 6, MT1-MMP act inh -1, Rin1 Abl inh 5 and FAS TE block -6.
`COc1ccc(CNC(=O)C(C)OC(=O)c2cccs2)cc1` (configuration not stated) gave Neddyl block inactive, SKN-1 block -14, E coli Lon inh 0, MsrA act 0, MsrA inh 0.2, CendR NRP1 mod 0, MT1-MMP act inh -2, Rin1 Abl inh 1 and FAS TE block -5.
`CNC(=O)C(=O)Nc1cc2c3c(c1)C(C)C(=O)N3CCC2` (configuration not stated) gave Neddyl block inactive, SKN-1 block 9, E coli Lon inh 2, MsrA act -10, MsrA inh -1.1, CendR NRP1 mod 2, MT1-MMP act inh 0, Rin1 Abl inh 1 and FAS TE block -1.
`COc1ccc(N2CCN(C(CNC(=O)C(=O)NCC3CCCO3)c3ccco3)CC2)cc1` (configuration not stated) gave Neddyl block inactive, SKN-1 block 4, E coli Lon inh -7, MsrA act -2, MsrA inh 1.1, CendR NRP1 mod 10, MT1-MMP act inh 6, Rin1 Abl inh -1 and FAS TE block -4.
For CC1CN(C)C(C)C/C1=N/Oc1ccccc1[N+](=O)[O-] (configuration not stated) the results were Neddyl block inactive, SKN-1 block 9, E coli Lon inh -3, MsrA act 0, MsrA inh 1.9, CendR NRP1 mod 7, MT1-MMP act inh -1, Rin1 Abl inh -1 and FAS TE block -3.
`O=C(CN1C(=O)NC2(CCOc3ccccc32)C1=O)NCCc1ccc(F)cc1` (configuration not stated) gave Neddyl block inactive, SKN-1 block 6, E coli Lon inh -6, MsrA act 0, MsrA inh 0.7, CendR NRP1 mod -7, MT1-MMP act inh -2, Rin1 Abl inh 0 and FAS TE block 2.
`O=C(CN1c2ccccc2Sc2ccccc21)NNC(=O)Nc1ccc(Cl)cc1` gave Neddyl block inactive, SKN-1 block 22, E coli Lon inh 2, MsrA act -2, MsrA inh 0.9, CendR NRP1 mod 6, MT1-MMP act inh 6, Rin1 Abl inh -2 and FAS TE block 6.
Cc1ccc(C)c(N2N=C(C(=O)OCc3nnc(-c4cccs4)o3)CCC2=O)c1 was read as Neddyl block inactive, SKN-1 block 12, E coli Lon inh -5, MsrA act -3, MsrA inh 1.1, CendR NRP1 mod 0, MT1-MMP act inh -6, Rin1 Abl inh 0 and FAS TE block -5.
For Cc1ccccc1SCC(=O)OCC(=O)Nc1sccc1C(N)=O the results were Neddyl block inactive, SKN-1 block 1, E coli Lon inh -9, MsrA act -4, MsrA inh -1.0, CendR NRP1 mod -23, MT1-MMP act inh 1, Rin1 Abl inh -4 and FAS TE block 4.
COC(=O)c1ccc(NC(=S)N2CCC(C(N)=O)CC2)cc1 was read as Neddyl block inactive, SKN-1 block -7, E coli Lon inh -2, MsrA act -4, MsrA inh 1.5, CendR NRP1 mod -1, MT1-MMP act inh 3, Rin1 Abl inh 3 and FAS TE block -9.
`COc1ccc(-n2c(N)c(-c3nc4ccccc4n3C)sc2=S)cc1` gave Neddyl block inactive, SKN-1 block -6, E coli Lon inh 2, MsrA act -4, MsrA inh 0.6, CendR NRP1 mod 1, MT1-MMP act inh -1, Rin1 Abl inh 0 and FAS TE block 3.
`COc1ccc(OC)c(NC(=O)c2cc(-c3cc(C)ccc3O)n[nH]2)c1` gave Neddyl block inactive, SKN-1 block 15, E coli Lon inh 1, MsrA act 1, MsrA inh -1.4, CendR NRP1 mod 0, MT1-MMP act inh 8, Rin1 Abl inh 1 and FAS TE block 0.
`O=C(Nc1nnc(-c2cccs2)o1)c1cccc(Oc2ccccc2)c1` gave Neddyl block inactive, SKN-1 block -2, E coli Lon inh 0, MsrA act -6, MsrA inh 0.7, CendR NRP1 mod -14, MT1-MMP act inh 3, Rin1 Abl inh 0 and FAS TE block -7.
Screening COc1ccc(C(CNC(=O)CCNC(=O)c2ccc(Br)cc2)N2CCOCC2)cc1 (configuration not stated) returned Neddyl block inactive, SKN-1 block -8, E coli Lon inh 3, MsrA act -7, MsrA inh -0.9, CendR NRP1 mod 1, MT1-MMP act inh -3, Rin1 Abl inh 2 and FAS TE block 0.
COc1ccc(OC)c(NC(=O)C2CCCN(S(=O)(=O)c3cccc4nsnc34)C2)c1 (configuration not stated) was read as Neddyl block inactive, SKN-1 block 14, E coli Lon inh -7, MsrA act -5, MsrA inh 0.3, CendR NRP1 mod -8, MT1-MMP act inh 2, Rin1 Abl inh -4 and FAS TE block 2.

4 compounds drawn at random from the list so far:
COc1ccc(OC)c(NC(=O)C2CCCN(S(=O)(=O)c3cccc4nsnc34)C2)c1 (configuration not stated) was read as Neddyl block inactive, SKN-1 block 14, E coli Lon inh -7, MsrA act -5, MsrA inh 0.3, CendR NRP1 mod -8, MT1-MMP act inh 2, Rin1 Abl inh -4 and FAS TE block 2.
For Cc1ccccc1SCC(=O)OCC(=O)Nc1sccc1C(N)=O the results were Neddyl block inactive, SKN-1 block 1, E coli Lon inh -9, MsrA act -4, MsrA inh -1.0, CendR NRP1 mod -23, MT1-MMP act inh 1, Rin1 Abl inh -4 and FAS TE block 4.
`O=C(CN1c2ccccc2Sc2ccccc21)NNC(=O)Nc1ccc(Cl)cc1` gave Neddyl block inactive, SKN-1 block 22, E coli Lon inh 2, MsrA act -2, MsrA inh 0.9, CendR NRP1 mod 6, MT1-MMP act inh 6, Rin1 Abl inh -2 and FAS TE block 6.
`O=C(Nc1nnc(-c2cccs2)o1)c1cccc(Oc2ccccc2)c1` gave Neddyl block inactive, SKN-1 block -2, E coli Lon inh 0, MsrA act -6, MsrA inh 0.7, CendR NRP1 mod -14, MT1-MMP act inh 3, Rin1 Abl inh 0 and FAS TE block -7.
